Mm-Cpn inhibitor – M. maripaludis TRiC chaperonin inhibition | purified Mm-Cpn ATPase, ADP Transcreener TR-FRET | hit rate 0.031% among 330,000 | Potency, µM (top dose mostly 76.9 µM), for inactives: at the highest dose activity, negative = inhibition, most hits filed as inhibitors | AID 504842; note: potency is the fitted concentration of half-maximal effect; % is set by controls: 0 for no effect and ±100 for the full control effect; nearly all actives have a fitted effect of over 80% in size
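Compound-treated chaperonin, 25 nM final, turns over 10 uM ATP at 37°C for 30 min following a 10 min preincubation; ADP generated competes with ADP-d2 for Eu-cryptate antibody, lowering FRET.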
aSyn rescue – inhibitors of alpha-synuclein toxicity in yeast. Yeast expressing alpha-synuclein, growth rescue, BacTiter-Glo, 24 h. Potency, µM (doses to about 46.1 µM), inactives show top-dose growth rescue (activation), usual class: activators. hit rate 0.14% among 370,000; note: potency is the fitted concentration of half-maximal effect; % of control where 0% means no effect; nearly all actives have a fitted effect of over 65% in size
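Galactose-induced alpha-syn yeast (OD600=0.02, raffinose-pregrown) + pinned cpd, 24 hr, 30 deg C; growth by BacTiter-Glo luminescence. Growth restoration scores as activation.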
GLP-1R inv ag – acts as inverse agonist at human GLP-1 receptor. P43220. HEK293 GLP-1R CRE-luciferase, luminescence, 24 h; GLP-1R form is constitutively active. Potency, µM (highest dose often 38.3 µM), for inactives: top-dose activity change, negative = inhibition, actives largely listed as inhibitors. hit rate 1.6% among 410,000; note: potency is the fitted concentration of half-maximal effect; % is set by controls: 0 for no effect and ±100 for the full control effect; nearly all actives have a fitted effect of over 55% in size
Target sequence (P43220 whole entry, looked up): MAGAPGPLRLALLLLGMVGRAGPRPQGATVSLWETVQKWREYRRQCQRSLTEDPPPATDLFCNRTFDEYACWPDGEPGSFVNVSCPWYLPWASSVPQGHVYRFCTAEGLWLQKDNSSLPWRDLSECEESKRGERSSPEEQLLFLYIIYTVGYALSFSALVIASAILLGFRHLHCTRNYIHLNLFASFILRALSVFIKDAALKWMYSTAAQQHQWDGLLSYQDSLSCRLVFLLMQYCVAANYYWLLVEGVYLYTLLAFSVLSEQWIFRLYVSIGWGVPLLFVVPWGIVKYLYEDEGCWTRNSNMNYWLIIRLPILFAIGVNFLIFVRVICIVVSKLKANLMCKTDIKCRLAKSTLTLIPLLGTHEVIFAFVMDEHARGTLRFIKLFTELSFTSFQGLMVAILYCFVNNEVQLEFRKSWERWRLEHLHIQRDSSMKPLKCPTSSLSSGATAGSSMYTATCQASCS
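Seeding at 200 cells/uL, 12 h culture, 24 hr compound treatment, then luciferase reagent and a luminescence read; cells are HEK293 stably expressing a constitutively active GLP-1R plus cAMP-responsive luciferase.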
PTHR1 agonist – agonists of human PTHR1 parathyroid hormone receptor. Potency, µM (doses to about 115 µM), for inactives: at the highest dose activation, actives largely listed as activators. HEK293 GP2 PTHR1 cells, GloSensor cAMP luminescence, 1 h. hit rate 0.075% among 410,000. AID 743266; note: potency is the fitted concentration of half-maximal effect; nearly all actives have a fitted effect of over 55% in size; some results filed as inactive show a strong effect at the top dose; inactives centre near -15; many of its hits are not listed in these tables
Target sequence (Q03431 whole entry, looked up): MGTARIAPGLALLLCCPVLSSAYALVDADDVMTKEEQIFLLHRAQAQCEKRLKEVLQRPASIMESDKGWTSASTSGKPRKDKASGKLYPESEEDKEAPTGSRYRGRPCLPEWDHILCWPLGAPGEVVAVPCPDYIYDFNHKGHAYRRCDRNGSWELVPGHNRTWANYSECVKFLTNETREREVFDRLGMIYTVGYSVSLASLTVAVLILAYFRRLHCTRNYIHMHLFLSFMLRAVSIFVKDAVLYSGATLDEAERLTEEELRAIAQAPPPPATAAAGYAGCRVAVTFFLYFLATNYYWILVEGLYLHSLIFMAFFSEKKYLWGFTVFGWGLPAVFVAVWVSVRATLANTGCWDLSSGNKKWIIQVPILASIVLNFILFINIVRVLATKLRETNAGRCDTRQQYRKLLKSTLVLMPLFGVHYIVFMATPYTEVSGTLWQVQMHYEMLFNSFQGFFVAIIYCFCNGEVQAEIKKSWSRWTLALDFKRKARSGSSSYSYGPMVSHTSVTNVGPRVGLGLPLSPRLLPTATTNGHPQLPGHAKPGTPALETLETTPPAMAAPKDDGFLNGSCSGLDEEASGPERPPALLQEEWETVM
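HEK-293-derived GP2 cells expressing PTHR1 and a GloSensor cAMP reporter, 3,000/well, plated overnight, given luciferin plus IBMX (each 0.5 mM as added) for 1 h at 37 °C, then compound for 1 h at 37 °C. Luminescence was read after 15 min at room temperature.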
TDP-43 yeast inh – inhibitors of TDP-43 toxicity in yeast. Potency, µM (titrated, usually from 46.1 µM), for inactives: top-dose growth rescue (activation), most hits filed as activators. hit rate 1.8% among 410,000. TDP-43 expressing yeast growth rescue, BacTiter-Glo, 24 h; note: potency is the fitted concentration of half-maximal effect; % of control where 0% means no effect; nearly all actives have a fitted effect of over 50% in size
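Readout is BacTiter-Glo luminescence of cell growth, so inhibitors register as activators. TDP-43-expressing yeast at OD600=0.02 in galactose medium, after raffinose pregrowth to mid-log, were incubated with compound for 24 hr at 30 deg C.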
FUS suppressor – rescues growth of FUS-expressing yeast | hit rate 0.24% among 390,000 | S. cerevisiae FUS-expressing, growth rescue, OD600, 24 h | Potency, µM (doses to about 76.6 µM), for the others: at the highest dose growth rescue (activation), usual class: activators | AID 1347120;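 note: potency is the fitted concentration of half-maximal effect; plate controls were DMSO vehicle for no effect and reference control for full effect; nearly all actives have a fitted effect of over 55% in size; some results filed as inactive show a strong effect at the top dose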
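FUS-expressing yeast, raffinose-pregrown, induced in 2% galactose minimal medium at OD 0.005; compounds in a dilution series, 24hr at 30C. Growth restoration read as absorbance at 600 nm. CP55940 positive control, DMSO negative.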
HEK293 tox – cytotoxicity in counter-screen for GLP-1R inverse agonists. Potency, µM (series often up to 38.3 µM), for the others: top-dose activity change, negative = inhibition, hits mostly inhibitors. HEK293 cAMP-luciferase reporter cells, luminescence, 24 h. hit rate 0.13% among 410,000;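 note: loss of luciferase light is scored as toxicity; potency is the fitted concentration of half-maximal effect; % is set by controls: 0 for no effect and ±100 for the full control effect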
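Quantitative HTS format, 1536 wells, 200 cells/uL seeded. Compounds: 23 nL, 24 h, 37 °C. Detection: luciferase reagent, luminescence at 12 min RT; decreased signal taken as cytotoxic.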
Akt phos inh – Akt phosphorylation inhibition; Neuro2A IGF-stimulated pAkt S473 HTRF, 20 min; active compounds read low; activity change, % for hits at 50 µM; hit rate 0.32% among 360,000; AID 651550; in the data active = activity change below about -80%; inconclusive = mostly about -51% to -80%; note: % is set by controls: 0 for no effect and ±100 for the full control effect
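Neuro2A cells (4,500/well, DMEM with 0.5% FBS) were treated with compound at a single 50 µM final concentration, stimulated with 6 nM IGF for 20 min at 37 °C, and lysed. Phospho-Akt Ser473 was read by HTRF as 665/615 ratio ×10^4.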
Abeta rescue – restores growth of yeast expressing A-beta42 peptide; hit rate 0.063% among 410,000; Potency, µM (top dose mostly 46.1 µM), inactives show at the highest dose growth rescue, most hits filed as activators; yeast expressing A-beta42, growth rescue, OD600, 48 h; response scale: 0% DMSO, 100% iron-clioquinol control; AID 1347071; note: potency is the fitted concentration of half-maximal effect; nearly all actives have a fitted effect of over 55% in size
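Yeast growth medium received pinned compounds, then yeast cells expressing toxic A-beta were added; plates incubated at 30 C for 48 hr. Growth read as absorbance at 600 nm, normalized to DMSO and equimolar FeCl3 plus clioquinol controls.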
Active calls of the source: *; i = inactive; ? = inconclusive; · = not tested or not shown; [ ] = remark or other dose. Unless noted, calls come from the whole dose curve; as a rule, active = well fitted curve in the direction sought with a large enough effect; inconclusive = small, poorly fitted or top-dose-only effect, or another doubt; inactive = no such curve, though single readings can be large; an effect the other way counts as inactive or inconclusive. Not all compounds are listed (hit frequency here may not be typical).

SMILES | Mm-Cpn inhibitor | aSyn rescue | GLP-1R inv ag | PTHR1 agonist | TDP-43 yeast inh | FUS suppressor | HEK293 tox | Akt phos inh | Abeta rescue
O=C(c1ccc2c3c(cccc13)CC2)N1CCOCC1 | -1% | 2% | -1% | i | 6% | 13% | -11% | i | 15%
CC(=O)Nc1ccc(C(=O)Nc2ccc(S(=O)(=O)Nc3nccc(C)n3)cc2)cc1 | 1% | -1% | 13% | -63%[inhibitor] | 7% | -9% | 6% | i | -4%
O=C(Nc1ccc(C(=O)O)cc1)/C(=C\c1ccc2c(c1)OCO2)NC(=O)c1ccc(Br)o1 | -2% | 4% | -3% | i | -18% | 12% | -3% | i | -15%
COc1cc(C(=O)OCC(=O)N2CCCCC2C)ccc1OCc1c(C)noc1C (stereo not drawn) | 0% | -8% | -19% | -10% | -9% | 5% | -7% | i | -1%
CCNC(=O)C1(C)CCCN(C(=O)c2cc(C)n(C(C)(C)C)n2)C1 (stereo not drawn) | · | -2% | -10% | 9% | -2% | -25% | 3% | i | -14%
O=C(c1ccc(S(=O)(=O)N2CCCC2)cc1)N(c1ccc(F)cc1)C1C=CS(=O)(=O)C1 (stereo not drawn) | -2% | 3% | -4% | i | 13% | 8% | -5% | i | -8%
CC(=O)Nc1ccc(NC(=O)CSc2ncnc3c2cnn3Cc2ccccc2)cc1 | -3% | 0% | 0% | -11% | 5% | 8% | 3% | i | -36%[inhibitor]
N/C(=N\c1nc2c(c(=O)[nH]1)CCCC2)Nc1ccc(Oc2ccccc2)cc1 | 0% | 9% | 11% | -18%[57.5 µM] | -20% | -9% | 4% | i | -3%
O=C(CCc1ccccc1)N=C1SC2CS(=O)(=O)CC2N1Cc1ccccc1 (stereo not drawn) | 3% | 0% | 1% | i | -2% | 11% | 1% | i | 15%
COc1cccc(CC(=O)Nc2nccs2)c1 | 1% | -1% | -10% | -11%[57.5 µM] | -4% | 22% | -1% | i | -8%
O=C(COC(=O)c1ccccc1O)NC1CCCc2ccccc21 (stereo not drawn) | 0% | 3% | -6% | -7% | 24% | -18% | 5% | i | -3%
CC12CCC3C(CCC4CC(O)CCC43C)C1CC(O)C2 (stereo not drawn) | · | 21% | 8% | -13% | ? | -17% | -2% | i | -34%[inhibitor]
O=C(Cn1cc(C(=O)c2cccs2)c2ccccc21)Nc1ccc(Br)cc1 | · | · | 1% | -17% | -5% | -11% | 1% | · | -13%
Cc1onc(-c2ccccc2)c1-c1csc(COc2ccccc2)n1 | -1% | -13% | ? | -87%[inhibitor] | 0% | 5% | 6% | i | -2%
Cc1cc(C(O)c2ncc(-c3ccccc3)[nH]2)ccc1F (stereo not drawn) | · | -4% | 1% | 0% | -1% | -20% | 0% | i | -15%
O=C(NCC(c1cccnc1)N1CCc2ccccc21)c1cccc(Br)c1 (stereo not drawn) | · | · | ? | i | ? | 4% | -12% | · | -1%
COc1ccc(NC(=O)CN2C(=O)NC(C)(c3ccccc3)C2=O)cn1 (stereo not drawn) | · | 2% | -2% | i | 14% | -15% | -15% | i | 12%
CCC(C)C(=O)Nc1nnc(SCC(=O)Nc2ccc(F)cc2)s1 (stereo not drawn) | 1% | 0% | -31% | -3% | -6% | 0% | 0% | i | -6%
Cc1cccc(N2C(=O)CC(N3CCC(c4nc5ccccc5[nH]4)CC3)C2=O)c1 (stereo not drawn) | -1% | 3% | 7% | -15%[57.5 µM] | ? | 22% | 0% | i | 15%
FC(F)(F)c1cnc(COc2cc(Cl)cc(Cl)c2)c(Cl)c1 | 0% | 1% | -6% | i | -6% | 2% | 2% | i | -6%
Nc1nc(-c2ccccc2)nn1S(=O)(=O)c1ccccc1 | -4% | 4% | 10% | -93%[inhibitor] | 14% | -37% | 14% | i | 26%
COc1ccc(C2Nc3ccccc3-n3c(-c4ccccc4)c4c(=O)n(C)c(=O)n(C)c4c32)cc1 (stereo not drawn) | · | · | 5% | -48%[inhibitor] | ? | ? | -6% | · | -30%
CCN(CC)C(=O)c1ccc(CS(=O)(=O)Cc2ccccc2)cc1 | 0% | -3% | 15% | -4% | 11% | -4% | 1% | i | 18%
Cc1ccsc1CNC(=O)C1(C)CCCN1CC(C)C (stereo not drawn) | · | 1% | ? | 9% | 9% | -7% | 1% | · | -22%
CC(NS(=O)(=O)c1ccc(Cl)cc1)C(=O)OCC(=O)Nc1ccc(N(C)C)cc1 (stereo not drawn) | -2% | -2% | 7% | i | 13% | 26% | -2% | i | 10%
CCCn1c2ccccc2c2cnn(CC(=O)NCCCN3C(C)CCCC3C)c(=O)c21 (stereo not drawn) | -3% | 2% | ? | i | 16% | -7% | -5% | · | -29%
Cc1nc(NCc2ccco2)c(C#N)c2c1COC(C)(C)C2 | 1% | -5% | 2% | -4%[57.5 µM] | -4% | 24% | -1% | i | -1%
Cc1ccc(CNC(=O)c2nnn(CC(=O)Nc3cc(C)cc(C)c3)c2N)cc1 | 2% | -3% | 3% | i | 1% | 8% | -18% | i | 10%
Cc1ccc(OCC(=O)Nc2ccc(S(=O)(=O)N3CCOCC3)cc2)c(Br)c1 | -2% | -5% | ? | -20% | -12% | · | -16% | i | -1%
COc1ccc(-c2nc3ccccc3s2)cc1NC(=O)COc1cccc(C)c1 | · | -6% | 1% | i | 11% | 1% | 4% | · | -5%
Cc1ccc(CN(C(=O)c2c(F)cccc2F)C2CC(C)(C)NC(C)(C)C2)o1 | ? | -7% | -14% | i | 0% | 10% | -15% | i | 11%
FC(F)C(F)(F)c1cc(-c2ccccc2)n[nH]1 | 1% | -2% | ? | -42%[inhibitor] | ? | -15% | 16% | i | ?
COc1cccc(NC(=O)c2cc(S(=O)(=O)N3CCc4ccccc43)cn2C)c1 | -11% | 1% | 8% | -8% | 6% | 6% | 7% | i | -16%
CN1C=CC(=CC=C2C=CC(=O)C=C2)C=C1 | -1% | -8% | 6% | i | -16% | -10% | 2% | i | -3%
N#C/C(=C/c1ccc(O)c(O)c1)C(=O)NCc1ccc(Cl)cc1 | 1% | 0% | ? | i | -22% | 44% | -25% | i | -5%
COc1ccc(-c2nnc3ccc(SCC(=O)NCc4ccco4)nn23)cc1OC | 2% | -9% | 65%[activator] | i | -21% | 26% | -8% | i | -7%
Cc1cccc(NC(=O)c2cc3c(=O)n4ccccc4nc3s2)c1 | -1% | -4% | 7% | -7% | -9% | 6% | 17% | i | -6%
CCOc1ccc(OCCn2c(SCC(=O)O)nc3ccccc32)cc1 | 2% | -5% | 1% | -5% | -35%[inhibitor] | -16% | -11% | i | -23%
CCn1nc(C)cc1C(=O)Sc1cccc(Cl)c1 | -1% | -11% | -13% | -9% | 12% | 2% | 2% | i | -41%[inhibitor]
Cc1cc2ccccc2n1CCNC(=O)c1cccc(Cl)c1 | · | · | ? | -10% | 14µM* | 9% | 0% | · | 27%
NS(=O)(=O)c1ccc(CCNC(=O)c2cccnc2)cc1 | 0% | -4% | 0% | -48%[inhibitor][57.5 µM] | -20% | 27% | 9% | i | -21%
CC(=O)Nc1ccc(S(=O)(=O)NCCSCc2ccc(Cl)cc2Cl)cc1 | 2% | -2% | ? | -18%[57.5 µM] | 19% | 5% | -18% | i | 25%
COc1cc(C(=O)NCC(=O)N/N=C/c2c(C)[nH]c3ccccc23)cc(OC)c1OC | -1% | -7% | -20% | -2% | 4% | -14% | -15% | i | -7%
Cc1cc(C)c(C)c(S(=O)(=O)N2CCC(C(=O)NCCCN3CCOCC3)CC2)c1C | -1% | -1% | 2% | -6% | -13% | 0% | 3% | i | -15%
O=C(CCn1ccnc1)Nc1ccc2ccccc2c1 | 0% | -2% | -3% | i | -8% | 17% | 0% | i | 13%

A draw from above in order of molecular weight, highest first.
SMILES | Mm-Cpn inhibitor | aSyn rescue | GLP-1R inv ag | PTHR1 agonist | TDP-43 yeast inh | FUS suppressor | HEK293 tox | Akt phos inh | Abeta rescue
CC(=O)Nc1ccc(S(=O)(=O)NCCSCc2ccc(Cl)cc2Cl)cc1 | 2% | -2% | ? | -18%[57.5 µM] | 19% | 5% | -18% | i | 25%
COc1cc(C(=O)NCC(=O)N/N=C/c2c(C)[nH]c3ccccc23)cc(OC)c1OC | -1% | -7% | -20% | -2% | 4% | -14% | -15% | i | -7%
CCOc1ccc(OCCn2c(SCC(=O)O)nc3ccccc32)cc1 | 2% | -5% | 1% | -5% | -35%[inhibitor] | -16% | -11% | i | -23%
NS(=O)(=O)c1ccc(CCNC(=O)c2cccnc2)cc1 | 0% | -4% | 0% | -48%[inhibitor][57.5 µM] | -20% | 27% | 9% | i | -21%
CCn1nc(C)cc1C(=O)Sc1cccc(Cl)c1 | -1% | -11% | -13% | -9% | 12% | 2% | 2% | i | -41%[inhibitor]
